Dynein transport – blocks dynein driven cargo transport along microtubules. 0.47% of 220,000 active. z-score, hits read low. AID 1381. 3617.4 mouse cells, GR-EGFP nuclear translocation imaging; test concentration mostly 20 µM; stimulated with dexamethasone, 1 µM; active compounds read low;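 active means plate z-score of nuclear minus cytoplasmic receptor signal below a set negative limit, without overly bright fluorescence or cell loss, cut at about -3.5 in these data, passing the limit was not always enough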;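 further: z-score of nuclear minus cytoplasmic ring GR-EGFP intensity difference per well; some compounds called inactive have numbers as strong as hits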
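Also added – dexamethasone, 1.0 µM final · Buffer or medium – tet-free, stripped-serum medium · Schedule – induction 48 h, compound 1 h, agonist 30 min · Detection – formaldehyde fixation, Hoechst nuclear stain, 10x automated fluorescence imaging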
M1AAP inhibition – P. falciparum M1AAP inhibitors, biochemical, fluorogenic H-Leu-NHMec substrate, 1536-well (AID 1445) | recombinant M1AAP, H-Leu-NHMec fluorogenic kinetic assay; higher % means a stronger effect | inhibition, % at 30 µM, or IC50 in µM where a hit was titrated | 0.42% of 220,000 active;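 active means primary inhibition above the hit cutoff, then over 50% inhibition at one or more dose response concentrations, cut at about 23% in these data, passing the limit was not always enough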;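 further: plate controls were DMSO full reaction for no effect and no enzyme background for full effect; strong numbers were not always called active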
Autophagy HCS – modulators of autophagy. MEF GFP-LC3 puncta imaging; test concentration mostly 10 µM. 0.98% of 190,000 active. calls only at 10 µM (by protocol);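 active means percentage of spot-positive cells more than 3 SD above its plate mean, without a fluorescence outlier flag or 80% toxicity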;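 further: spot-positive cell cutoff set from DMSO-treated cells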
WT yeast gro inh – growth inhibition of WT yeast, mitochondrial fusion screen. mitochondrial fusion phenotypic screen, WT strain. inhibition, % at 10 µM. 2.1% of 190,000 active. AID 1362; in the data active means inhibition above about 58%; tested in S. cerevisiae
Yfh1-off respiration – mitochondrial function rescue without frataxin homolog – Friedreich's ataxia, plus single-dose screen, dose response (AID 1465) | S. cerevisiae Yfh1-off respiration, WST-1 reduction, 72 h; higher fold induction means a stronger effect | one-dose fold induction at 50 µM; EC50 in µM for titrated hits | 0.074% of 220,000 active;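 active means fold induction of absorbance versus untreated yeast above a set limit, then at least 30% activation at any dose in follow-up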;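 further: activators that raise dye reduction in frataxin-depleted yeast; strong numbers were not always called active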
b-catenin transl – beta-catenin nuclear translocation modulation; AID 1665; 0.3% of 190,000 active; nuclear translocation activity, % at 5 µM; HeLa beta-catenin nuclear translocation, immunofluorescence imaging;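 active means nuclear translocation activity above 50% at 5 µM, with a well cell count of 50 or more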;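 further: per-cell ratio of nuclear to cytoplasmic median beta-catenin stain intensity; plate controls were DMSO negative control for no effect and GSK-3 inhibitor IX positive control for full effect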
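Technique: fluorescence imaging of beta-catenin antibody stain plus DAPI / Material: human HeLa cell line / Incubation: compound treatment 24 h, 37°C, 5% CO2 / Read-out basis: % activation of per-cell nuclear versus cytoplasmic median beta-catenin signal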
T cell modulator – T cell immune modulation candidate; 2C CD8+ T cell-vesicle binding, flow cytometry; active compounds read low; calls only at 7 µM; 0.068% of 330,000 active;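 active means response, share of CD8 T cells binding vesicles, and their 90th percentile fluorescence all below set limits, cut at about 80% in these data, passing the limit was not always enough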
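Also added: QL9-peptide-loaded Drosophila micro-vesicles bearing Ld, ICAM-1 and B7-1; Test system: purified 2C TCR transgenic mouse naive CD8+ T cells; Measured by: cytometric PE anti-B7-1 and Alexa647 anti-CD8 signals after 1% paraformaldehyde fixation; Timing: binding step 1.5 h, 37 °C, antibody labelling 20 min, ice.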
MT stabilizer – microtubule stabilizers in HeLa cells; % tubulin-high responders, % at 10 µM; HeLa tubulin immunostaining HCS, 24 h; share of cells brighter than vehicle mean+2SD; 0.83% of 200,000 active;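 active means plate Z-score above 3 for both tubulin-high and condensed-nucleus cell shares, with cell loss under 80%, at 10 µM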;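 further: anti alpha tubulin signal scored within the nucleus-defined area of each cell; some results filed as inactive read as strong as hits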
P. falciparum M17LAP – P. falciparum M17LAP inhibitors, primary screen, biochemical, fluorogenic H-Leu-NHMec substrate, 1536-well (AID 1619); recombinant M17LAP, H-Leu-NHMec fluorogenic kinetic assay; higher % means a stronger effect; 0.38% of 220,000 active; inhibition, % at 30 µM, or IC50 in µM where a hit was titrated;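 active means compound inhibiting the enzyme by more than half at any dose during confirmatory dose-response retesting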;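 further: plate controls were full reaction with DMSO carrier for no effect and no enzyme background for full effect; strong numbers were not always called active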
WT yeast gro inh mutant strain – also measured in WT yeast gro inh; calls as there; inhibition, %; mitochondrial fusion phenotypic screen, mutant strain inhibition
Dynein transport cytoplasmic EGFP – second read-out of Dynein transport, no call of its own (marks repeat the call); z-score; measured here: cytoplasmic GR-EGFP intensity; active compounds read high
Dynein transport nuclear GR-EGFP – recorded beside Dynein transport, whose call it bears; z-score; measured here: nuclear GR-EGFP intensity;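 lower value marks the stronger effect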
Dynein transport cell count – second read-out of Dynein transport, no call of its own (marks repeat the call); z-score; measured here: cell count per field
b-catenin transl cell count 5 µM – also measured in b-catenin transl; calls as there; cell count; measured here: cell count, cytotoxicity flag
T cell modulator vesicle-bound % – further read-out of T cell modulator, marked with its call; double positive events, %; measured here: CD8+ vesicle-bound cell fraction;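 binding gate set so that unloaded-vesicle control wells show 10% double positive cells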
MT stabilizer Hoechst-high % – recorded beside MT stabilizer, whose call it bears; % Hoechst-high responders; measured here: nuclear condensation Hoechst responders;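 share of cells brighter than vehicle mean plus two SD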
MT stabilizer cytotoxicity % – further read-out of MT stabilizer, marked with its call; toxicity, %; measured here: cytotoxicity by cell density;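 0% = mean cell density of plate MIN control wells and 100% = no cells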
Autophagy HCS cell loss 18 h – further read-out of Autophagy HCS, marked with its call; toxicity, %; measured here: cell loss, nuclei count;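 cell loss after 18 h compound exposure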
* = called active by the depositor; i = inactive; x = no result given.

mol,Dynein transport,Dynein transport cytoplasmic EGFP,Dynein transport nuclear GR-EGFP,Dynein transport cell count,M1AAP inhibition,Autophagy HCS,Autophagy HCS cell loss 18 h,WT yeast gro inh,WT yeast gro inh mutant strain,Yfh1-off respiration,b-catenin transl,b-catenin transl cell count 5 µM,T cell modulator,T cell modulator vesicle-bound %,MT stabilizer,MT stabilizer Hoechst-high %,MT stabilizer cytotoxicity %,P. falciparum M17LAP
O=C(O)C1=C[C@@H](c2ccc3c(c2)OCO3)C[C@@H](OCCCCO)O1,0.2,-0.26,0.42,-0.63,5%,i,25,5,1,i,-2.0,1176,i,36,1.3,1.3,7.2,9%
CC[N+](C)(C)CC/C=C1/c2ccccc2Sc2ccc(Cl)cc21,1.2,-0.17,0.37,-0.74,9%,x,x,x,x,i,-0.2,1356,i,50,x,x,x,3%
CCN(C(C)=O)c1nc(CCl)cs1,-0.3,-0.071,0.045,-0.64,-3%,i,-13,2,0,i,-0.4,1146,i,34,4.1,1.7,7.1,-1%
Cc1cc(C(=O)NNC(=S)NCc2ccccc2)cs1,-0.6,-0.33,-0.58,0.64,-14%,i,4,-4,25,i,-0.4,597,i,36,2.9,3.7,4.5,-6%
CS(=O)(=O)N1CCC(C(=O)NCC2CCCO2)CC1 (stereo unspecified),1.3,0.12,1.2,-0.53,1%,i,1,-19,12,i,-1.8,1228,i,8,3.1,1.1,6.0,-1%
COc1ccc(CC(=O)NNC(=S)NC(=O)c2cccnc2)cc1,0.051,0.17,-0.16,-0.051,-14%,x,x,x,x,i,0.2,1332,i,25,x,x,x,9%
Fc1ccc(OCc2nn3c(Cn4nnc5ccccc54)nnc3s2)cc1,0.31,-0.14,0.35,0.1,2%,i,14,0,2,i,-2.9,1174,i,26,5.3,2.5,9.0,5%
CC1CCCN(CC(=O)Nc2ccc(S(=O)(=O)N3CCCCC3)cc2)C1 (stereo unspecified),-0.14,-0.24,-0.2,0.46,4%,i,-6,1,1,i,0.6,1129,i,10,3.5,1.5,0.2,9%
O=c1[nH]c(=O)c2nc(-c3ccc(Cl)cc3)cnc2[nH]1,-0.68,-0.11,-0.073,0.43,16%,i,18,6,10,i,-2.0,1099,i,41,9.2,3.3,1.6,-42%
COC(=O)c1cccc(NC(=O)CC2C(=O)NCCN2C(=O)c2ccc(F)cc2F)c1 (stereo unspecified),1.7,-0.25,0.85,-0.37,-4%,x,x,x,x,i,0.6,1295,i,53,x,x,x,15%
FC(F)(F)c1ccc(Oc2ccc3ccccc3c2Br)nc1,0.19,-0.23,-0.057,0.21,1%,i,8,81*,26*,i,-1.9,1090,i,61,2.7,1.8,10,-5%
COc1cc(O)ccc1/C=N/NC(=O)c1ccc([N+](=O)[O-])cc1,-0.77,-0.37,-0.068,0.82,9%,i,-8,-9,20,i,-1.6,1092,i,54,5.4,2.2,6.5,2%
CC12CCC(C(=O)NCc3ccccc3)(OC1=O)C2(C)C (stereo unspecified),1,-0.25,0.39,0.19,1%,i,0,-7,-10,i,x,x,i,35,2.8,1.7,0.9,-12%
CCC1CCC2(CC1)NC(CO)(CO)CO2 (stereo unspecified),0.27,-0.18,0.72,-1.2,4%,i,22,-10,3,i,2.4,1089,i,7,2.6,2.0,3.3,-2%
Cc1ccc2nc(SCC(=O)NCc3ccco3)c(C#N)cc2c1,-0.9,-0.21,-0.21,0.82,5%,i,3,9,10,i,x,x,i,14,1.8,0.4,29,-5%
O=c1n(S(=O)(=O)c2cccc3cccnc23)c2ccccc2n1S(=O)(=O)c1cccc2cccnc12,-0.85,0.0026,-0.52,0.3,6%,i,3,2,-6,i,-0.8,1023,i,13,1.6,1.2,13,1%
Cc1noc(C)c1COC(=O)c1ccc2c(c1)OCCO2,-0.46,-0.0055,0.028,4.2,-1%,i,8,18,4,x,0.7,1192,i,64,1.2,1.7,0.3,8%
Cc1cccn(Cc2c(F)cccc2Cl)c1=O,-0.68,-0.18,-0.25,0.58,7%,x,x,x,x,i,0.6,1294,i,14,x,x,x,8%
Cc1cc2cc3c(cc2nc1SCC(=O)N1c2ccccc2CC1C)OCO3 (stereo unspecified),0.21,-0.17,-0.012,1.3,-2%,i,13,1,2,i,5.9,1144,i,40,2.2,1.9,6.6,5%
Cc1ccc(N=CNc2ccc(C)cc2C)c(C)c1,1.7,0.43,1,-2.7,5%,x,x,x,x,i,0.7,1372,i,32,x,x,x,13%
Cc1cc(C)c(C)c(C(=O)C2OC(=O)C(C)(C)C(=O)C2(C)C)c1C (stereo unspecified),-0.63,1.2,-0.43,0.73,-2%,i,-5,-13,-11,i,-0.8,514,i,24,2.3,2.3,5.7,-12%
CCOC(=O)CSc1nnc(C)n1N,-0.2,-0.19,0.098,0.08,-3%,i,6,1,6,i,-2.2,901,i,28,2.3,1.6,3.8,2%
Cc1cc(C)cc(NC(=S)NCCSc2ccc(Cl)cc2)c1,-1,-0.22,-0.3,0.31,4%,i,3,81*,28*,i,-5.9,581,i,56,3.0,2.9,5.1,4%
CCOC(=O)C1=C(N)OC2=C(C(=O)CCC2)C1c1ccccc1OC (stereo unspecified),0.21,-0.2,0.15,-0.69,-2%,i,-6,12,8,i,-0.1,1548,i,20,2.3,2.5,6.6,11%
O=C(CNC1CCCCCC1)Nc1ccc(N2CCCC2)cc1,-1.5,-0.18,-0.21,-0.25,4%,i,-29,4,1,x,-0.9,1379,i,10,2.4,1.7,8.2,-4%
O=S(=O)(NCC1CCCO1)c1cccc2nsnc12 (stereo unspecified),-0.31,-0.29,0.0091,0.085,-1%,i,10,-5,-2,i,-5.1,955,i,51,4.7,3.1,7.8,14%
COc1ccccc1/C=C1\SC(=S)N(CCC(=O)NC2=NCCS2)C1=O,0.28,0.58,-0.16,0.065,-8%,i,7,3,-7,i,0.9,556,i,27,1.1,2.6,4.9,-10%
Cc1ccc(S(=O)(=O)N(CC(=O)O)Cc2ccccc2F)cc1,0.19,-0.24,0.4,0.42,4%,i,38,6,15,i,x,x,i,34,3.2,2.1,1.4,-6%
Cc1cc(OCC(=O)O/N=C(\N)c2ccccc2)ccc1Br,0.92,-0.23,0.67,-1.4,-2%,i,-8,10,4,i,x,x,i,52,3.8,3.9,10,-2%
CC(C)NC(=S)N/N=C1\CCCc2ccccc21,-0.49,-0.35,0.1,0.45,4%,i,4,18,32,i,-0.1,1075,i,51,4.1,2.4,5.1,4%
CCOC(=O)Cn1c(=O)oc2cc(S(=O)(=O)Nc3cc(OCC)ccc3OCC)ccc21,-0.91,-0.31,-0.21,0.36,4%,i,-20,x,x,i,-4.5,939,i,59,5.8,2.6,2.3,2%
Cc1ccc(C)n1-c1cc([N+](=O)[O-])ccc1-n1ccnc1,1.6,-0.23,0.81,-0.58,-4%,x,x,x,x,i,4.2,949,i,28,x,x,x,-3%
O=C(Nc1ccccc1C(=O)OCc1nnc(-c2ccccc2)o1)c1ccco1,0.51,-0.22,0.42,0.2,2%,i,17,23,33,i,-4.2,969,i,22,1.2,1.7,9.9,0%
CCOc1ccc(Nc2ncnc(N)n2)cc1,-0.19,-0.48,0.033,0.031,4%,i,11,12,6,i,0.4,1123,i,8,3.2,1.5,5.7,-6%
COc1ccc(-n2nc(C(=O)NCC(=O)N3CCN(Cc4ccc5c(c4)OCO5)CC3)c3ccccc3c2=O)cc1OC,1.9,-0.16,1.1,-1.2,4%,i,-7,-9,9,i,0.5,1023,i,20,4.4,1.7,8.7,5%
COc1ccccc1N1CCN(/N=C/c2cc([N+](=O)[O-])ccc2Cl)CC1,0.077,-0.21,-0.29,1,9%,i,-13,24,-26,i,-1.4,1134,i,37,5.0,3.1,6.8,-1%
C=CCc1cccc([C@@H]2[C@@H](C)CC[C@H]3C(=O)N4[C@@H](c5cc(OC)c(OC)c(OC)c5)c5[nH]c6ccccc6c5C[C@H]4C(=O)N23)c1,0.4,-0.15,0.53,0.49,4%,i,2,0,-10,x,x,x,x,x,5.3,3.4,7.7,-3%
Cc1cc(N2C(=O)C3CC=CCC3C2=O)no1 (stereo unspecified),-0.31,-0.23,-0.032,-0.34,10%,i,-8,-23,-17,i,1.7,521,i,13,1.5,1.3,3.6,16%
O=C(Oc1cc(=O)n2ccccc2n1)c1ccccc1,-0.48,-0.3,-0.38,0.32,9%,i,-2,-14,3,i,-0.2,912,i,27,2.0,2.0,3.7,0%

Screening data deposited in PubChem BioAssay by several laboratories.
